Assay outcomes (PubChem)
STAT3 act – STAT3 signaling activation; U3A cells, IL-6 STAT3-luciferase reporter, luminescence; 100% = signal with IL-6 EC80 alone; activation (% of control), % at 5.6 µM; hit rate 0.91% among 190,000; AID 871;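 active = activation above the screen-wide mean of compound activation plus 3 SD, cut at about 130% in these data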;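 also: 0% = background luminescence of wells with medium and substrate only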
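Detection: reporter luminescence signal / Assay system: STAT1-lacking human U3A cells, STAT3 luciferase reporter / Incubation: compound pre-incubation 1 h before IL-6, then 6 h stimulation at 37 °C / Control set: IL-6-only high control / Read-out: % activation relative to IL-6 control / Probe or stimulus: Interleukin-6, 33 ng/mL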
PPARg SRC2 recr – PPARgamma-driven SRC-2 recruitment agonism | P37231 | PPARgamma LBD-SRC-2 recruitment, biochemical | activation, % at 8 µM | hit rate 0.34% among 200,000 | AID 1032; in the data active = activation above about 22%;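 also: 0% = vehicle and 100% = reference agonist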
PPARg SRC1 recr – promotes SRC-1 coactivator recruitment by human PPARgamma; AID 631; PPARgamma-SRC-1 coactivator recruitment biochemical assay; hit rate 0.41% among 200,000; P37231; activation, % at 8 µM; in the data active = activation above about 19%;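 also: 0% = DMSO and 100% = reference agonist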
STAT3 blocker – inhibitors of IL-6 induced STAT3 signaling | inhibition, % at 5.5 µM | hit rate 0.89% among 190,000 | U3A cells, IL-6 STAT3-luciferase reporter, luminescence; host cell line lacks STAT1;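 active = inhibition above the mean inhibition across all screened compounds plus 3 SD, cut at about 44% in these data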;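 also: 0% = DMSO only wells and 100% = 100 µM nifuroxazide control wells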
bIAP inhibitor – intestinal alkaline phosphatase (bovine) inhibition; purified bovine IAP, CDP-star luminescence, 30 min; inhibition, % at 20 µM; 190,000 tested, under 10 active;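 active = over 50% inhibition of intestinal alkaline phosphatase at 20 µM in the single-dose screen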
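System: Purified bovine intestinal alkaline phosphatase (IAP) enzyme | Input: IAP diluted 1/65,000,000 in the well | Also added: CDP-star chemiluminescent phosphatase substrate, 30 µM final | Dosing: 20 µM single dose | Times: Enzyme reaction for 30 min at room temperature | Detection: Luminescence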
bIAP act – intestinal alkaline phosphatase (bovine) activation | hit rate 0.17% among 200,000 | activation factor at 20 µM | purified bovine IAP, CDP-star luminescence, 30 min; hits give high values; fold of DMSO-control signal, blank-subtracted | AID 1016;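 active = activation factor of 2 or more at 20 µM, a signal rise over negative controls twice the positive control's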
ROMK primary – modulates human ROMK potassium channel activity; AID 1918; P48048; Tet-inducible ROMK, thallium flux fluorescence; actives lie on both sides; hit rate 2% among 130,000; B-score at 10 µM;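 active = signal ratio slope over the read window, or its plate-corrected B-score, at least 3 SD from the plate mean, either direction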;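 also: B-score of the F/F0 ratio slope over 7 to 12 s after thallium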
Target sequence (P48048 whole entry, looked up): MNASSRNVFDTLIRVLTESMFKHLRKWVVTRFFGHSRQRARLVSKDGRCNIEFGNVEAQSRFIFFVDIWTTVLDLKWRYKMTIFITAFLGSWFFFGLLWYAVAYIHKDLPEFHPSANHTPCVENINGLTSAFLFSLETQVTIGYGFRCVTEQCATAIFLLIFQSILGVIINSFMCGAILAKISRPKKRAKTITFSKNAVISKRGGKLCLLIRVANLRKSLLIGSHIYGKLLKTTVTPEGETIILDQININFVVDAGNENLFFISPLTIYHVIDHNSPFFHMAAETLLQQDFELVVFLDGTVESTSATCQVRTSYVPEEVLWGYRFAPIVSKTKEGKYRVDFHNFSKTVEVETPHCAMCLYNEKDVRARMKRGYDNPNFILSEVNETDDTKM
STAT1 blocker – STAT1 signaling inhibition; NIH 3T3 STAT1-luciferase reporter, IFN-gamma, luminescence; AID 920; hit rate 0.35% among 200,000; inhibition, % at 5.5 µM;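 active = inhibition above a set limit, the mean inhibition across all tested compounds plus 3 SD, cut at about 34% in these data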;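 also: 0% = IFN-gamma with DMSO and 100% = IFN-gamma with 300 µM nifuroxazide; values of inactives mirror those of a sister screen read the other way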
TNAP act hiacc – increases human TNAP activity under high phosphate acceptor concentration | 200,000 tested, under 10 active | P05186 | purified TNAP, CDP-star luminescence, 1 M DEA, 30 min; hits give high values; 0 = EDTA background, 1 = DMSO-only activity | activation factor at 20 µM | AID 1136;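 active = activation factor at least 2 at 20 µM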
Target sequence (P05186 whole entry, looked up): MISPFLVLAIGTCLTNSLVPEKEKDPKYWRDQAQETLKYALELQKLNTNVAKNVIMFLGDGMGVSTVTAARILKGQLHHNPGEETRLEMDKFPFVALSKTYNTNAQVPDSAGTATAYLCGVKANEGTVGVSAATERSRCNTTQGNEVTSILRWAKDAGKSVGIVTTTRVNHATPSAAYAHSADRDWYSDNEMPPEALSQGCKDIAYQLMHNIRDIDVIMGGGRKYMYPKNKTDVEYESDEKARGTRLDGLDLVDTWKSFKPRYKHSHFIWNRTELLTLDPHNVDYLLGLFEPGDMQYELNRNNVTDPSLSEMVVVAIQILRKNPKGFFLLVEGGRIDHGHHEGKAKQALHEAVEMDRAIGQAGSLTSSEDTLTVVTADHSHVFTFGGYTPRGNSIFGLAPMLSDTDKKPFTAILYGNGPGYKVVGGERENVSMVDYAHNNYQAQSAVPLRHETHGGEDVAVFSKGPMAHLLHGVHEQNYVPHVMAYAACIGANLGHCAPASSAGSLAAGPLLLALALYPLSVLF
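system = human TNAP | amount = enzyme diluted 1/800 final | reagent = 100 µM CDP-star substrate | signal = luminescent substrate turnover signal | dosing = one dose, 20 µM | benchmarks = EDTA negative control, DMSO positive control | measure = activation factor | timing = 30 min reaction, room temperature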
SRC2 TRFRET art – flags TR-FRET format artefacts in PPARgamma SRC-2 recruitment agonist screen; TR-FRET artefact counter-screen; hits give high values; TR-FRET ratio at 8 µM; hit rate 0.4% among 200,000; in the data active = TR-FRET ratio above about 2000; also: inactives centre near 1500
PPARg SRC-3 ag – agonists of human PPARgamma SRC-3 coactivator recruitment. hit rate 0.26% among 200,000. AID 731. activation, % at 8 µM. biochemical PPARgamma/SRC-3 coactivator recruitment assay. P37231; in the data active = activation above about 23%;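 also: 0% = DMSO and 100% = reference agonist; some compounds past the cut are filed as inactive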
* hit, by the source's call; . = no result given. Compounds were not picked by outcome; any-hit rate near 3.7%.

No.	mol	STAT3 act	PPARg SRC2 recr	PPARg SRC1 recr	STAT3 blocker	bIAP inhibitor	bIAP act
1	Cc1ccc(CCN2C(=O)CCC2(C)C(=O)NC2CCCC2)cc1 (centres undefined)	103	-10	0	-4	9	0.9
2	Cc1c(Cl)cccc1NC(=O)CCCCCN1C(=O)CCC1=O	97	9	-4	6	7	0.9
3	Fc1ccc(Nc2nc3ccccc3s2)cc1	105	4	1	0	-1	1
4	CCN(CC)c1ccc(NS(=O)(=O)c2ccc3c(c2)oc(=O)n3C)c(C)c1	95	15	6	14	6	0.9
5	N#Cc1c(-c2ccc(Cl)cc2)ccn2nc(C3CCCCC3)nc12	121	0	-3	-19	13	0.9
6	Cc1ccccc1C(=O)NC1CCN(CC(=O)Nc2nccs2)CC1	101	5	-1	3	-12	1.1
7	CCCc1cc(=O)oc2cc(OCc3cc(OC)c(OC)c(OC)c3)c(Cl)cc12	99	-6	-3	6	5	0.9
8	Clc1ccc(-c2cc(COc3ccc4ccccc4c3)no2)cc1	98	5	-1	7	26	0.7
9	CCCCOCCCNC(=O)Cc1ccccc1OC	105	2	7	-2	0	1
10	CCn1c(CCNC(=O)c2ccc(OC)cc2)nnc1SCC(=O)Nc1ccccc1F	100	15	15	7	4	1

No.	ROMK primary	STAT1 blocker	TNAP act hiacc	SRC2 TRFRET art	PPARg SRC-3 ag
1	1	-7	1	1481	-4
2	0.3	-1	1	1465	14
3	2.5	-46	1	1543	2
4	.	11	1.1	1792	2
5	0.026	-14	1	1472	7
6	.	-3	1.1	1596	-3
7	.	5	1	1424	6
8	.	9	1	1625	3
9	-0.049	-8	1.1	1671	-11
10	-0.22	-8	1	1775	7

Ordered by count of non-hydrogen atoms (rising): part of the list above
No.	mol	STAT3 act	PPARg SRC2 recr	PPARg SRC1 recr	STAT3 blocker	bIAP inhibitor	bIAP act
9	CCCCOCCCNC(=O)Cc1ccccc1OC	105	2	7	-2	0	1
5	N#Cc1c(-c2ccc(Cl)cc2)ccn2nc(C3CCCCC3)nc12	121	0	-3	-19	13	0.9
7	CCCc1cc(=O)oc2cc(OCc3cc(OC)c(OC)c(OC)c3)c(Cl)cc12	99	-6	-3	6	5	0.9

No.	ROMK primary	STAT1 blocker	TNAP act hiacc	SRC2 TRFRET art	PPARg SRC-3 ag
9	-0.049	-8	1.1	1671	-11
5	0.026	-14	1	1472	7
7	.	5	1	1424	6

More entries
No.	mol	STAT3 act	PPARg SRC2 recr	PPARg SRC1 recr	STAT3 blocker	bIAP inhibitor	bIAP act
11	O=C(N/C(=C\c1cccnc1)c1nc2ccccc2[nH]1)c1cccc(Br)c1	104	12	-2	-8	10	0.9
12	COc1ccc(S(=O)(=O)CCC(=O)NCCc2cccc(C)c2)cc1	102	15	2	-3	7	0.9
13	CCC(C)(C(=O)NC1CCCC1)N(C)C(=O)c1ccccn1 (centres undefined)	90	2	1	22	8	0.9
14	COc1cc(-n2nnnc2SCC(=O)N2CCN(c3ccc(F)cc3)CC2)c(OC)cc1Cl	103	6	3	-4	8	0.9
15	CCOC(=O)C1(C)Oc2ccc(S(=O)(=O)CC)cc2NC1=O (centres undefined)	104	4	6	-4	2	1
16	CNC(=O)CSc1nnc(-c2ccccc2)n1C	96	0	-5	11	13	0.9
17	Cc1ccc(NC(=S)NCc2cccn2C)cc1	97	4	5	8	11	0.9
18	S=C(NC1CCCCC1)NN(c1ccccc1)c1ccccc1	108	0	-1	-9	10	0.9
19	COc1ccc(S(=O)(=O)Nc2cc(C)nn2-c2ccccc2)cc1	102	0	-2	-4	-6	1.1
20	COc1cc(/C=N/Nc2ccccn2)cc(OC)c1O	89	9	11	17	7	0.9

No.	ROMK primary	STAT1 blocker	TNAP act hiacc	SRC2 TRFRET art	PPARg SRC-3 ag
11	0.48	-5	1	1713	1
12	-0.02	4	1	1618	2
13	-0.09	1	1.1	1532	4
14	.	2	1	1570	9
15	0.54	-6	1	1704	3
16	-2.6	-1	1	1590	3
17	1.5	1	1.1	1676	6
18	-1.3	-5	1	1484	0
19	0.15	-3	1.1	1483	-7
20	-0.39	-6	1	1661	10

Following part
No.	mol	STAT3 act	PPARg SRC2 recr	PPARg SRC1 recr	STAT3 blocker	bIAP inhibitor	bIAP act
21	c1ccc(-n2c(SCc3nc(-c4cccs4)no3)nnc2-c2ccco2)cc1	100	-1	4	5	4	1
22	Cc1ccc(NC(=O)/C(C#N)=C/c2cn(CC(=O)NCc3ccco3)c3ccccc23)cc1C	113	-1	-10	-11	-2	1
23	O=C(CSc1nnc2c(Cl)cc(Cl)cn12)N1CCOCC1	95	6	1	5	6	0.9
24	O=P(OC1CCCCC1)(OC1CCCCC1)C(O)c1ccccc1 (centres undefined)	98	6	5	3	1	1
25	Clc1cc(Sc2ccc(Br)cc2)nnc1-c1ccccc1	138*	-8	-3	-48	12	0.9
26	Nc1nc(SCC(=O)c2cc(F)ccc2F)n[nH]1	101	1	3	-1	-9	1.1
27	CCCC(=O)OC(C(=O)Nc1cc(C(F)(F)F)ccc1Cl)c1ccccc1 (centres undefined)	80	6	0	23	15	0.8
28	CC(=O)C1=C(O)C(=O)N(Cc2cccnc2)C1c1ccc(C)cc1 (centres undefined)	113	12	2	-14	-6	1.1
29	CCOC(=O)c1sc2nc(C3CC3)cc(-c3ccc(OC)cc3)c2c1N	98	11	17	3	3	1
30	O=C(CSc1ccccc1C(=O)NCc1ccccc1)NC12CC3CC(CC(C3)C1)C2	109	4	1	-7	11	0.9

No.	ROMK primary	STAT1 blocker	TNAP act hiacc	SRC2 TRFRET art	PPARg SRC-3 ag
21	.	3	1	1549	-7
22	.	3	1	1704	-1
23	-0.13	1	1.1	1621	-1
24	1.1	-1	1.1	1815	4
25	.	2	1	1458	-7
26	0.6	3	1	1713	1
27	.	10	1.1	1750	7
28	.	0	1	1702	4
29	-0.55	3	1.2	1647	11
30	.	6	1	1531	2

Next part
No.	mol	STAT3 act	PPARg SRC2 recr	PPARg SRC1 recr	STAT3 blocker	bIAP inhibitor	bIAP act
31	CCn1c(SCC(N)=O)nnc1-c1ccco1	99	0	-2	10	6	0.9
32	COC(=O)c1cccc(N2C(=O)C(Cl)=C(N3CCOCC3)C2=O)c1	105	-1	4	-2	-2	1
33	Cc1cc(C(=O)Nn2cnnc2)cs1	101	10	6	-1	15	0.9
34	CCOC(=O)c1ccc(NC(=O)CC2C(=O)N(c3ccc(F)cc3)C(=O)N2CCC(C)C)cc1 (centres undefined)	110	-7	-6	-12	-6	1.1
35	C=CCn1c(SCc2ccc3c(c2)OCO3)nc2scc(-c3ccco3)c2c1=O	102	7	7	1	15	0.9
36	Cc1ccccc1N(CC(=O)NCCSCc1ccco1)S(C)(=O)=O	106	-3	3	-5	6	0.9
37	Cn1c(SCC(=O)Nc2ccccc2)nnc1-c1ccc(NC(=O)CCc2ccccc2)cc1	91	0	-6	14	10	0.9
38	O=C(COc1ccc(Cl)cc1)NCc1nnc2c3ccccc3c(-c3ccccc3)nn12	101	4	3	-2	33	0.7
39	NC(=O)CSc1cn(Cc2ccccc2)c2ccccc12	107	-9	-2	-8	14	0.9
40	CC(C)CC(NC(=O)C1CCC(C)CC1)C(=O)Nc1ccc2c(c1)OCCO2 (centres undefined)	105	12	-4	3	-6	1.1

No.	ROMK primary	STAT1 blocker	TNAP act hiacc	SRC2 TRFRET art	PPARg SRC-3 ag
31	.	-3	1.1	1372	-6
32	.	7	1.1	1602	-5
33	.	0	1.1	1447	1
34	-0.8	0	1.1	1606	-1
35	.	9	1	1711	13
36	0.33	-4	1	1665	-1
37	-0.29	4	1	1471	8
38	.	-7	1	1584	3
39	-0.49	2	1	1418	-9
40	.	7	1.1	1800	3

Profiles, quoted from the list. Order of values: STAT3 act	PPARg SRC2 recr	PPARg SRC1 recr	STAT3 blocker	bIAP inhibitor	bIAP act	ROMK primary	STAT1 blocker	TNAP act hiacc	SRC2 TRFRET art	PPARg SRC-3 ag
CCn1c(SCC(N)=O)nnc1-c1ccco1 in the list: 99	0	-2	10	6	0.9	.	-3	1.1	1372	-6
COC(=O)c1cccc(N2C(=O)C(Cl)=C(N3CCOCC3)C2=O)c1 in the list: 105	-1	4	-2	-2	1	.	7	1.1	1602	-5
Cc1ccccc1N(CC(=O)NCCSCc1ccco1)S(C)(=O)=O in the list: 106	-3	3	-5	6	0.9	0.33	-4	1	1665	-1

Next section.
No.	mol	STAT3 act	PPARg SRC2 recr	PPARg SRC1 recr	STAT3 blocker	bIAP inhibitor	bIAP act
41	O=C(Nc1ccccc1)c1c(F)c(F)c(F)c(F)c1F	90	2	9	14	10	0.9
42	COc1ccc(-c2nnc(SC(C)C#N)o2)cc1 (centres undefined)	97	15	4	7	9	0.9
43	COc1cc(N2CCCC2)c(OC)cc1/C=C(/C#N)c1cccc(F)c1	95	6	5	3	.	0.4
44	COc1ccc(OC(C)C(=O)Nc2ccccc2C(F)(F)F)cc1 (centres undefined)	108	5	0	-6	10	0.9
45	CCCc1nc(SCc2cccnc2)c2c(=O)n(C)c(=O)n(C)c2n1	109	13	8	-6	0	1
46	Cc1oc2c(c1C(=O)N1CCC(C)CC1)C(=O)c1ccccc1C2=O	93	1	-6	8	-15	1.2
47	COc1ccc2nc(NC(=O)CSc3nnnn3C3CCCCC3)sc2c1	100	8	12	6	10	0.9

No.	ROMK primary	STAT1 blocker	TNAP act hiacc	SRC2 TRFRET art	PPARg SRC-3 ag
41	.	1	1.1	1688	5
42	.	-11	1.1	1597	-2
43	-2.4	-2	0.8	1340	-12
44	.	-1	1	1455	5
45	.	6	1	1524	2
46	-0.026	-5	1	1370	2
47	.	7	0.9	1653	-5
